TbREL1 primary: TbREL1 inhibition, primary screen. P86926. TbREL1 RNA ligation, FRET fluorescence. inhibition, % at 9.66 µM. 89,000 compounds, 0.49% hits. AID 1117264;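 active = inhibition above the mean inhibition across all screened compounds plus 3 SD, cut at about 11% in these data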;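 note: 0% = plate median of test wells and 100% = NSC42067 control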
Target sequence (P86926 whole entry, looked up): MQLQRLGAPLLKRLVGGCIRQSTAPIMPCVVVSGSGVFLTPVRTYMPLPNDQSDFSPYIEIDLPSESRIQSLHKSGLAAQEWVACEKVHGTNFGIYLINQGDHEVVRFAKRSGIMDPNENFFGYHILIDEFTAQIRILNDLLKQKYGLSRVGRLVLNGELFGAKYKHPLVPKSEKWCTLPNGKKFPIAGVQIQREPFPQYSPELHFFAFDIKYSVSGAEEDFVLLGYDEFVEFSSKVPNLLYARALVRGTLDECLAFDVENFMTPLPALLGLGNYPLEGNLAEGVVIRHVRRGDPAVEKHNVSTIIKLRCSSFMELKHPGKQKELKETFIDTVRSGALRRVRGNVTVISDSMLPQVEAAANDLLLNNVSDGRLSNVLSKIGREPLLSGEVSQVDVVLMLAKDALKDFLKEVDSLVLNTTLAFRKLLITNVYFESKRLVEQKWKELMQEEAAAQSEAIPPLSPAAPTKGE
* = called active by the depositor. An excerpt. The share of hits here may be higher or lower than overall.

SMILES	TbREL1 primary
O=C1CN(C(=O)COC(=O)Cc2ccsc2)c2ccccc2N1	-3.6
O=C(NCc1cccnc1)c1cc(C2CCCCN2C(=O)OCc2ccccc2)on1 (configuration not stated)	-5.5
Cc1ccc(S(=O)(=O)N(CC(=O)O)c2ccc(Cl)c(C(F)(F)F)c2)cc1	-1.6
Nc1[nH]c(C(=O)c2ccccc2)c(-c2ccccn2)c1C(=O)c1c[nH]c2ccc(Br)cc12	5.2
COc1cc(NC(=O)CNc2cccc(S(=O)(=O)N3CCCC3)c2)cc(OC)c1	-0.5
CC(=O)Nc1ccc(S(=O)(=O)NC(C)C(=O)NC(C)c2ccccc2)cc1 (configuration not stated)	-1.9
O=c1ccnc(SCn2nnc3ccccc3c2=O)[nH]1	9.4
CCn1cc(CN2CCN(C)C(CCO)C2)c2ccccc21 (configuration not stated)	-1.5
CC1CCCCN1CCCNC(=O)c1ccc2nc(N3CCCCC3)sc2c1 (configuration not stated)	4.6
CCc1ccccc1NC(=O)CN1CCN(C(=O)CNC(=O)c2ccccc2F)CC1	-2.7
CCN1C(=O)[C@@H]2[C@@H](c3ccc(-c4ccc(Cl)c(Cl)c4)cc3)N3CCC[C@@]3(C(=O)OC)[C@@H]2C1=O	2.2
Cc1ccc(CN2CCCCC(NC(=O)Nc3cccc(F)c3)C2=O)cc1 (configuration not stated)	-1.2
COc1cccc(N(C)C(=O)[C@@H](C2CC2)[C@@H](O)c2ccc(C(C)=O)cc2)c1	1.2
COc1ccc(NC(=O)Cn2nc(C(=O)O)c3ccccc3c2=O)cc1OC	-0.1
C=C(C)Cn1c(C2CC(=O)N(Cc3ccccc3)C2)nc2ccccc21 (configuration not stated)	3.5
COc1ccc([C@H]2C[C@H](n3cc(COC(=O)c4ccccc4)nn3)[C@@H](O)CN2C(=O)c2cccs2)cc1	2.2
O=C(Nc1cccc(Cl)c1)Nc1cnccn1	-0.2
CCCn1c(NCc2ccc(C)o2)nc2ccccc21	-1.8
CCCn1cc(S(=O)(=O)CC(=O)N2CCc3ccccc32)c2ccccc21	1.8
Cc1ccc(-c2nnn(CC(=O)NCC3COCCO3)n2)o1 (configuration not stated)	5.8

A few values from above.
TbREL1 primary result of `O=C(Nc1cccc(Cl)c1)Nc1cnccn1` → -0.2
TbREL1 primary result of `CC1CCCCN1CCCNC(=O)c1ccc2nc(N3CCCCC3)sc2c1` (configuration not stated) → 4.6
TbREL1 primary result of `Nc1[nH]c(C(=O)c2ccccc2)c(-c2ccccn2)c1C(=O)c1c[nH]c2ccc(Br)cc12` → 5.2

Part of the list above, with values ahead of the structure:
TbREL1 primary	structure
2.2	COc1ccc([C@H]2C[C@H](n3cc(COC(=O)c4ccccc4)nn3)[C@@H](O)CN2C(=O)c2cccs2)cc1
-0.2	O=C(Nc1cccc(Cl)c1)Nc1cnccn1

Next part.
SMILES	TbREL1 primary
COc1ccc(NS(=O)(=O)c2cccc(C(=O)O)c2)cc1S(=O)(=O)N1CCCCC1	-1.8
CN(C)c1ccc(NC(=O)CN2C3CCCC2CC(NC(=O)c2ccccc2)C3)cc1 (configuration not stated)	-7.2
CCN(Cc1cc(=O)[nH]c2ccccc12)C(=O)C(C)C	0.9
CCOC1=C2[C@H]([C@H]3C(=O)N(c4ccccc4)C(=O)[C@H]3C1)[C@@H](c1ccccc1)N(S(=O)(=O)c1ccc(C)cc1)[C@H]2c1ccccc1	-1.0
COc1cc(/C=C2/N=C(c3ccccc3)OC2=O)c(F)cc1OCc1ccccc1	1.9
CC12COC3(C(=O)N4CCN(c5ccccn5)CC4)CC1CCC32C (configuration not stated)	1.0
Cc1cc2cc(C(c3nnnn3C3CCCC3)N(Cc3cccnc3)Cc3ccco3)c(=O)[nH]c2cc1C (configuration not stated)	-0.7
COC(=O)[C@H]1C[C@@H]1[C@H](NS(=O)(=O)c1ccccc1)c1ccccc1	0.8
O=C(C[C@@H]1C/C=C\C[C@@H](Cc2ccc(F)cc2)C(=O)OC[C@@H](Cc2c[nH]c3ccccc23)NC1=O)NCCO	-4.0
CCN(CC)c1ccc(S(=O)(=O)N2CCOCC2)cc1NC(=O)COC(=O)/C=C/c1ccccc1	6.2
O=C(N[C@H]1CC[C@@H]2SC[C@@H](C(=O)O)N2C1=O)OCC1c2ccccc2-c2ccccc21	-0.9
CCOC(=O)CN1C(=O)N2C[C@H]3CON(C)[C@H]3C[C@H]2c2ccccc21	2.0
CC(C)=C1C2CC2C2C(C(=O)O)C12 (configuration not stated)	-2.2
C[C@@H]1CN([C@H](C)CO)C(=O)CCCn2cc(nn2)CO[C@H]1CN(C)S(=O)(=O)c1ccccc1F	2.7
O=C(CCN1C(=O)C2CC=CCC2C1=O)OCC(=O)c1ccc(F)cc1 (configuration not stated)	-1.0
O=C1CC(N(CCc2ccccc2)C(=S)Nc2ccccc2)C(=O)N1c1ccc(F)cc1 (configuration not stated)	0.8
O=C(c1ccc2c(c1)OCCO2)N1CCN(S(=O)(=O)c2c(F)cccc2F)CC1	-1.6
C[C@H](O)[C@@H]1C(=O)N2CCc3ccc(N4CCN(C)CC4)cc3[C@@H]2C[C@@H]1N(C)C(=O)Nc1cc(Cl)cc(Cl)c1	-2.5
COc1ccc(NC(=O)CCNC(=O)c2ccccc2Cl)cc1S(=O)(=O)N1CCCCC1	0.1
COc1ccccc1C(C)NC(=O)c1ccc(C)o1 (configuration not stated)	3.0

5 records drawn at random from those above:
SMILES	TbREL1 primary
O=C(C[C@@H]1C/C=C\C[C@@H](Cc2ccc(F)cc2)C(=O)OC[C@@H](Cc2c[nH]c3ccccc23)NC1=O)NCCO	-4.0
CCN(Cc1cc(=O)[nH]c2ccccc12)C(=O)C(C)C	0.9
CCN(CC)c1ccc(S(=O)(=O)N2CCOCC2)cc1NC(=O)COC(=O)/C=C/c1ccccc1	6.2
COc1cc(/C=C2/N=C(c3ccccc3)OC2=O)c(F)cc1OCc1ccccc1	1.9
O=C(c1ccc2c(c1)OCCO2)N1CCN(S(=O)(=O)c2c(F)cccc2F)CC1	-1.6

Next section
SMILES	TbREL1 primary
CN(C)C(=O)CSc1ccc(S(=O)(=O)N2CCOCC2)cn1	-0.5
Cc1cccc(CN2CCN([C@H]3CS(=O)(=O)N[C@@H]3COCc3ccccc3)CC2)c1	0.6
Cc1cn(CC2COC(C)(C)O2)c(=O)[nH]c1=O (configuration not stated)	1.4
Cc1ccc(S(=O)(=O)N2CCC(C(=O)NCCN3CCCCCC3)CC2)cc1	-0.4
COCCNC(=S)N1CCC(NC(=O)C23CC4CC(CC(C4)C2)C3)CC1	-5.1
CC(=O)c1ccc(S(=O)(=O)N2CCn3cccc3C2C)cc1 (configuration not stated)	0.7
O=c1[nH]nc(Cc2ccc(Cl)cc2Cl)c2ccccc12	0.1
CCOc1ccc(N(CC(=O)Nc2cccc(C)c2C)S(=O)(=O)c2c(C)[nH]c(=O)[nH]c2=O)cc1	-1.2
CCc1nnc(N/N=C/c2ccccc2F)n1N	2.8
CCN(CC(=O)Nc1ccc(OC)cc1)C(=O)c1ccc(OCc2c(C)noc2C)cc1	0.7
COc1ccccc1NC(=O)Nc1ccc(C(=O)N2CCCCC2)cc1	-4.3
CC(C)CCSc1nc2ccccc2[nH]1	-1.2
O=S(=O)(c1cccc2cccnc12)n1cnc2ccccc21	-0.7
COc1ccc(S(=O)(=O)N2CCCCC2)cc1NC(=O)C1CCCC1	2.7
O=c1cc(N2CCCCC2)nc2n1CCCS2	-3.8
CNC(=O)c1cc(NC(=O)N(CCC#N)CCN(C(=O)NC(Cc2ccccc2)C(=O)NC(CC(C)C)C(=O)NC)c2ccccc2)ccc1OC (configuration not stated)	-3.1
CC(C)(C)c1ccc(S(=O)(=O)N2CCN(C(=O)c3ccc4c(c3)C(=O)N(Cc3ccncc3)C4=O)CC2)cc1	-0.1
CN1CCc2c(sc3nc(SCC(=O)N4CCOCC4)nc(N)c23)C1	-0.8
CN(C)C(=O)CSc1nnc(-c2cccnc2)n1-c1ccccc1	3.9
CCCC/C(C)=N/NC(=O)C(=O)NCCc1ccccc1	0.2
O=C1CCCN1CC(CN1CCOCC1)Sc1nc2ccccc2c(=O)n1-c1ccccc1 (configuration not stated)	-2.4
CC(=O)c1cn(CC(=O)Nc2ccccc2C(F)(F)F)c2ccccc12	-2.1
CC(=O)CSc1nnc2c3ccccc3nc(C(C)(C)C)n12	-1.6
Cc1cc(C(=O)CN2CCN(CC(=O)Nc3ccc(F)cc3)CC2)c(C)n1C1CC1	3.1
O=C(CSc1n[nH]c(-c2cccs2)n1)N1CCN(S(=O)(=O)c2ccccc2)CC1	-1.8
CC(C)CCNC(=O)c1ccc(CSCc2cccc(F)c2)o1	-2.0
CCN1C(=O)/C(=C2/C=CC=CN2C)SC1=S	-2.0
O=S(=O)(Oc1ccccc1N1CCCCC1)c1ccccc1	2.8
COc1cc(NC(=O)C2CCCN(S(=O)(=O)c3ccc(Br)s3)C2)cc(OC)c1 (configuration not stated)	5.8
COc1ccc(OC)c(NC(=O)CN(C)S(=O)(=O)c2ccc3nc(C)sc3c2)c1	5.5
OCCC1CN(Cc2ccc3nonc3c2)CCN1Cc1ccsc1 (configuration not stated)	-2.9
Oc1ccc(COCc2ccccc2)c2cccnc12	0.1
O=C1CC(N(O)c2ccccc2)C(=O)N1c1ccc(Cl)c(Cl)c1 (configuration not stated)	-1.2
COc1cc(C)nc(N2CCC(C(=O)NCC3CCCO3)CC2)n1 (configuration not stated)	6.1
CC(C)(C)c1ccc(C(=O)Nc2ccccc2NC(=O)c2ccco2)cc1	-3.8
CCC(Sc1nc2n[nH]c(C)c2c(=N)n1-c1cc(Cl)ccc1C)C(=O)N1CCOCC1 (configuration not stated)	-2.0
Cc1ccc(C)c(SCC(=O)Nc2ccc(S(=O)(=O)Nc3ncccn3)cc2)c1	3.6
Cc1ccc(-c2nc(-c3ccccn3)no2)cc1	3.5
CC(C)C(NS(=O)(=O)c1ccc2c(c1)oc(=O)n2C)C(=O)N1CCN(c2ccccc2F)CC1 (configuration not stated)	-1.5
COc1ccc(CCNC(=O)c2c[nH]c3ccccc3c2=O)cc1OC	-1.5
O=C(COc1ccc(F)cc1)OCCN1CCOCC1	0.9
COC(=O)[C@]12C[C@H](CC(=O)N3CCC(c4ccccc4)CC3)C(=O)N(Cc3ccc(Cl)cc3Cl)C1=C[C@H](C(C)(C)C)O[C@@H]2C	0.6
CC(C)CCNC(=O)CN(CCCN1CCOCC1)C(=O)Cn1nnc(-c2ccc(F)cc2)n1	6.2
COC(=O)c1nnc(-c2ccccc2)c(-c2ccccc2)n1	-0.1
Cc1ccc(S(=O)(=O)n2nc(OC(=O)c3ccccc3F)cc2N)cc1	0.2
CC(C)(C)c1ccc(NC(=O)Nc2ccc3ccccc3n2)cc1	2.9
CC(C)(C)OC(=O)C[C@H]1C/C=C\C[C@@H](CC(=O)N(CCO)Cc2ccccc2)C(=O)NC[C@H](c2ccccc2)OC1=O	-1.8
Cc1cn([C@H]2C[C@H](O)[C@@H](/C=C/C(=O)NCc3ccc(N(C)C)cc3)O2)c(=O)[nH]c1=O	-3.0
Cc1cnc(CNc2nc3cc(-c4ccccc4C)sc3c(=O)n2C)cn1	-3.6
CCOC(=O)C(=CN(CCc1ccccc1)CC(=O)OC)C(=O)OCC	-2.3
CCCOP(=O)(OCCC)c1c([N+](=O)[O-])cc(C(F)(F)F)cc1[N+](=O)[O-]	-2.7
COc1ccc(Nc2ncc(C(=O)N3CCN(c4ccc(F)cc4)CC3)c3ccccc23)cc1	1.8
Cc1ccc(-c2nc(C3CCCN(S(=O)(=O)c4ccccc4)C3)no2)cc1 (configuration not stated)	4.0
O=C(Nc1ccc([N+](=O)[O-])cn1)c1cc(-c2cccc(Cl)c2)nc2ccccc12	2.1
CCOC(=O)C1(C)CCN1C(=O)CSc1ccccc1 (configuration not stated)	-0.5
O=C(NCCC1=CCCCC1)C1CCN(S(=O)(=O)c2cccc3nsnc23)CC1	-2.4
CCOC(=O)Cc1ccc(Nc2nc3cc(-c4ccccc4C)sc3c(=O)n2C)cc1	1.2
CCOC(=O)c1c(NC(=S)Nc2ccc(Cl)cc2)sc(C)c1C	-1.0
CS(=O)(=O)N1CCC(C(=O)NCC2COc3ccccc3O2)CC1 (configuration not stated)	-0.4
CC(C)CC1Nc2ccc(C(=O)NCCCN3CCOCC3)cc2NC1=O (configuration not stated)	4.0
(more compounds)
SMILES	TbREL1 primary
COc1ccc(NC(=O)CCS(=O)(=O)c2ccc3c(c2)oc(=O)n3C)cc1OC	5.6
O=C(O)c1cccc(-c2csc(C(O)c3cccc(Cl)c3)n2)c1 (configuration not stated)	2.1
CC1(C(=O)NCCOc2ccccc2Cl)CC1(Cl)Cl (configuration not stated)	2.6
CC(=O)Nc1ccc(NC(=O)C(C)OC(=O)C2CCN(S(=O)(=O)c3ccccc3C(F)(F)F)CC2)cc1 (configuration not stated)	0.0
C#CCOCCOCCOCCNc1nc(N2CCN(C(=O)[C@H]([C@@H](C)CC)n3cc([C@@H](N)Cc4ccc(O)cc4)nn3)CC2)nc(N2CCN(C(=O)[C@H](Cc3ccc(O)cc3)n3cc([C@@H](N)CC(C)C)nn3)CC2)n1	5.0
OCC[C@H]1C[C@H](O)[C@@H](O)[C@@]2(Cc3ccccc3O2)O1	3.6
O=C(NCCS(=O)(=O)N1CCN(c2ccccc2F)CC1)c1c(F)cccc1F	0.2
O=C(NCCc1ccc(F)cc1)c1ccncc1	3.1
Cc1ccc(CN2CCCCC(NC(=O)Nc3ccccc3)C2=O)cc1 (configuration not stated)	1.8
Cc1ccc(S(=O)(=O)NCCC(c2ccccc2)c2ccccc2)cc1C(=O)O	1.6
C=CCNC(=S)NC(=O)c1csc([N+](=O)[O-])c1	-2.3
CSc1ccccc1N=Cc1nc(-c2ccccc2)oc1O	4.0
COc1ccc(C2CC(c3ccccc3)=NN2C(=O)COC(=O)c2cccc(S(=O)(=O)N3CCOCC3)c2)cc1 (configuration not stated)	0.9
CCc1c(C(=O)C(C)O)c2n3c1CCC[C@@H]3CC2 (some centres not stated)	-2.2
O=[N+]([O-])c1ccc(C(=S)N2CCCC2)cc1	-2.4
CCn1c(SCC(=O)Nc2ccc(S(=O)(=O)Nc3cc(C)nc(C)n3)cc2)nc2sc(C)c(C)c2c1=O	-6.1
CC(C)CNC(=O)C1CCN(c2ccc(S(=O)(=O)N3CCOCC3)cc2)CC1	2.4
CC1(C)CCCN(C(=O)N2c3ccccc3Sc3ccccc32)C1	1.5
Cn1cc(S(=O)(=O)c2ccccc2)n(C)c1=O	10.6
